# From PubChem
# p53ts 32C tox = p53ts cell cytotoxicity, permissive temperature; H1299-p53A138V at 32C, ATP luminescence viability, 24 h; Potency, µM (titrated, usually from 46.1 µM), for the others: at the top dose activity change, negative = cytotoxicity, hits mostly cytotoxic; 130,000 tested, 0.93% active; AID 924;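 also: 0% = DMSO and -100% = full killing by reference compound; nearly all actives have a fitted effect of over 55% in size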
#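 Cells: H1299 p53ts (A138V), 600/well, pre-incubated 16–30 h at 37C. Cpd up to 46 uM, 24 h, 32C. Readout: ATPlite luminescence, 20 min RT. Normalization: DMSO vs tamoxifen 100 uM. AC50 by Hill equation.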
# IkB sig inh = suppresses IkB signaling in ABC-DLBCL reporter cells; 110,000 tested, 0.04% active; Potency, µM (highest dose often 57.1 µM), without a hit: at the highest dose IkBa stabilization activation; ABC-DLBCL IkBa-CBG/CBR dual luciferase ratio, 4 h; response scale: scaled: untreated 0%, proteasome inhibitor 100%; active = well fitted curve in the direction sought with a large enough effect in the signal ratio, not every such curve was filed as active; inconclusive = small, poorly fitted or top-dose-only effect, or a change in a side signal; the % refers to the signal ratio;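 also: the direction sought is a rising ratio; 0% = basal untreated cells and 100% = reference inhibitor full response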
#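 Curves were fitted separately to fusion (green), unfused (red) and ratio luminescence, then classed by r2, magnitude and activity. Cells: OCI-Ly3, 4 h compound plus doxycycline at 37C; 10 uM MG-132 defined full response.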
# p53ts 39C tox = p53ts cell cytotoxicity, nonpermissive temperature | H1299-p53A138V viability at 39C, ATP luminescence, 24 h | Potency, µM (series often up to 46.1 µM), for the others: top-dose activity change, negative = cell killing, actives largely listed as cytotoxic | 130,000 tested, 1.5% active; also: nearly all actives have a fitted effect of over 55% in size
# Peg3 imprint = induces erasure of genomic imprints in mouse ES cells; mouse ES Peg3-LacZ reporter, beta-gal luminescence, 40 h; Potency, µM (series often up to 60.7 µM), inactives show at the top dose activity change, positive = activation, most hits filed as activators; 110,000 tested, 0.02% active; AID 1948;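 also: 0% = negative control wells on the plate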
#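 Imprint erasure is scored as LacZ activity from the silenced maternal Peg3 allele in feeder-free female ES cells cultured 40 h with LIF. Luminescence is normalized to in-plate negative controls and fitted to the Hill equation.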
# An asterisk follows results filed as active; ? = inconclusive; nt = no result given; [ ] = dose if it differs, or a comment. Unless noted, calls follow the shape of the dose curve; as a rule, active = well fitted curve in the direction sought with a large enough effect; inconclusive = small, poorly fitted or top-dose-only effect, or another doubt; inactive = no such curve, though single readings can be large; an effect the other way counts as inactive or inconclusive. Unless noted, % is scaled to controls: 0 for no effect and ±100 for the full control effect; potency is read from the fitted curve at half-maximal effect. Rows are unselected; 1.7% or so of the library scored in one or more.
# The line under a structure holds: p53ts 32C tox	IkB sig inh	p53ts 39C tox	Peg3 imprint
1	COc1ccc(OC)c(CNC(=O)CCCn2nc(C)c3c(C)n(-c4ccc(C)cc4)nc3c2=O)c1
    0.5%	?	-14.9%	16.4%[10.9 µM]
2	CCOC(=O)c1c(C)[nH]c(CCC(=O)NCc2cccc(C)c2)c1C
    9.1%	0.2%	-12.4%	2.1%[10.9 µM]
3	O=C(Cc1ccccc1)Nc1nc2ccc(Cl)cc2c2nc(-c3ccco3)nn12
    2.5%	0.8%	-10.1%	0.3%
4	Cc1nn(-c2ccccc2)c(Cl)c1C(=O)NCC(=O)O
    -5.1%	-1.2%	-6.2%	-9.8%
5	CCOC(=O)Cn1c(=O)sc2ccccc21
    29.8%	3.4%	5.4%	-2.7%
6	Cn1c(/N=C/c2c(O)ccc3ccccc23)nc2ccccc21
    -7.0%	?	4.7%	-22.4%
7	Cc1ccc(N2C(=O)C3N=NN(CC(=O)N4N=C(c5cccc6ccccc56)CC4c4ccccc4)C3C2=O)cc1 (configuration not stated)
    -2.1%	nt	-6.6%	nt
8	CCN1C(=O)/C(=C/N(C)C)c2ccccc21
    4.4%	0.7%	4.7%	-15.0%
9	OC(COC(c1ccccc1)c1ccccc1)CN1CCCCC1 (configuration not stated)
    -11.5%	nt	10.0%	nt
10	COc1ccc(Br)cc1Cn1nnc(C(=O)Nc2cccc(SC)c2)c1N
    13.7%	-0.1%	-19.1%	-11.2%[10.9 µM]
11	CCOc1ccc(NC(=O)CSc2nnc(Cc3cccn3C)n2-c2ccc(OC)cc2)cc1
    8.4%	1.6%	-8.9%	-19.4%
12	O=C(NCc1cccnc1)C1c2ccccc2C(=O)N1C1CCCC1 (configuration not stated)
    9.0%	4.9%	-2.6%	6.6%
13	CCOC(=O)C1=C(C)N=C2SCCC(=O)N2C1c1cccs1 (configuration not stated)
    -0.3%	0.4%	7.0%	-3.0%
14	Cc1ccc(Cl)cc1NC(=O)/C(C#N)=C\c1cn(Cc2ccc(F)cc2)c2ccccc12
    10.2%	?	-2.5%	-19.7%[10.9 µM]
15	Clc1ccccc1/C=C\c1ccnc2ccccc12
    6.7%[9.22 µM]	1.7%[11.4 µM]	11.5%[9.22 µM]	2.0%[10.9 µM]
16	Cc1ncsc1C(=O)NCc1ccc(N2CCCC2=O)cc1
    -7.8%	0.8%	-9.7%	-8.5%
17	NC(=O)CN(c1ccc(Cl)cc1)S(=O)(=O)c1ccccc1
    10.4%	-0.4%	-2.5%	-5.7%
18	Cc1ccc(S(=O)(=O)N2CCCc3cc(NC(=O)c4ccccc4Cl)ccc32)cc1
    4.8%	1.0%	4.0%	-14.5%[10.9 µM]
19	Clc1ccccc1-c1nnc2sc(-c3cccs3)nn12
    -8.9%	?	-1.5%	-12.5%
20	O=C1CCCc2c1[nH]c1ccccc21
    2.5%	3.9%	-8.0%	-4.6%
21	Cc1cccc(CSc2cn(CC(=O)N3CCCCC3)c3ccccc23)c1
    -11.5%	?	-20.1%	-19.5%[10.9 µM]
22	COC(=O)c1[nH]c2ccccc2c1NC(=O)CN1CCN(Cc2ccc3c(c2)OCO3)CC1
    0.9%	4.5%	-3.7%	-15.5%
23	Cc1ccc(S(=O)(=O)N(C)Cc2ccc(-c3nnc4n3CCC4)cc2)cc1
    1.9%	0.6%	27.4%	-16.3%
24	O=C(Nc1ccc2oc(-c3cccnc3)nc2c1)c1ccc(-c2ccc(OC(F)(F)F)cc2)o1
    -4.2%	?	26.1%	-9.1%[10.9 µM]
25	Cc1cc(=O)n(CC(=O)N2CCCCC2)c2c1c(C)nn2C
    -2.3%	0.9%	-26.4%	9.0%[10.9 µM]
26	Cc1nc2scc(-c3ccccc3)c2c(=O)n1/N=C/c1ccco1
    -10.1%	1.4%	-18.4%	-11.7%
27	CCOC(=O)c1cccc(NC(=O)c2ccc3c(c2)nnn3CC)c1
    -2.4%	0.5%	1.0%	-2.5%[10.9 µM]
28	COCCn1ccc2c(OCC(=O)Nc3cccc(C(F)(F)F)c3)cccc2c1=O
    1.3%	?	-23.7%	?
29	Cc1ccc(-c2nc3ccccc3c(=O)n2CCCn2ccnc2)cc1
    -5.4%	1.2%	3.0%	-2.8%
30	CC(C)N1CC(C(=O)Nc2nc3ccccc3s2)CC1=O (configuration not stated)
    5.6%	-3.2%	-8.5%	0.0%

# Another view of 4 compounds above:
22. COC(=O)c1[nH]c2ccccc2c1NC(=O)CN1CCN(Cc2ccc3c(c2)OCO3)CC1
  p53ts 32C tox = 0.9%; IkB sig inh = 4.5%; p53ts 39C tox = -3.7%; Peg3 imprint = -15.5%
24. O=C(Nc1ccc2oc(-c3cccnc3)nc2c1)c1ccc(-c2ccc(OC(F)(F)F)cc2)o1
  p53ts 32C tox = -4.2%; IkB sig inh = ?; p53ts 39C tox = 26.1%; Peg3 imprint = -9.1%[10.9 µM]
28. COCCn1ccc2c(OCC(=O)Nc3cccc(C(F)(F)F)c3)cccc2c1=O
  p53ts 32C tox = 1.3%; IkB sig inh = ?; p53ts 39C tox = -23.7%; Peg3 imprint = ?
25. Cc1cc(=O)n(CC(=O)N2CCCCC2)c2c1c(C)nn2C
  p53ts 32C tox = -2.3%; IkB sig inh = 0.9%; p53ts 39C tox = -26.4%; Peg3 imprint = 9.0%[10.9 µM]

# Next structures
entry	molecule	p53ts 32C tox	IkB sig inh	p53ts 39C tox	Peg3 imprint
31	COc1ccc(-n2c(=O)c3c4c(sc3n3cnnc23)CC(C)CC4)cc1 (configuration not stated)	3.4%	2.4%	10.6%	10.9%
32	Cc1ccc(NC(=O)CS(=O)CC(=O)NCC2CCCO2)cc1 (configuration not stated)	1.4%	-0.7%	-1.6%	-3.0%
33	Cc1cccc(OCc2nnc3n2CCCCC3)c1	0.4%	0.6%	-0.9%	-4.7%
34	O=C(Nc1c(F)cc(F)cc1Br)c1cc(-c2ccco2)on1	-2.8%	3.9%	-3.6%	13.2%
35	COc1ccc(S(=O)(=O)N2Cc3ccccc3CC2C(=O)N2CCOCC2)cc1OC (configuration not stated)	-3.4%	-0.8%	2.0%	-5.4%
36	N[C@@H](C(=O)O)[C@H](CC(=O)O)c1ccc(Cl)cc1	0.3%	-0.4%	-2.3%	0.9%
37	CC(=O)N1C(=O)N(C(C)=O)C2C1N(C(C)=O)C(=O)N2C(C)=O (configuration not stated)	4.3%	-1.1%	6.0%	-5.2%
38	CCCc1cc(C(=O)Nc2c(C)nn(Cc3c(Cl)cccc3Cl)c2C)no1	-18.1%	?	-15.9%	2.8%[10.9 µM]
39	C=CCNS(=O)(=O)c1ccc(OCC(=O)OC)cc1	3.5%	1.6%	3.6%	-13.3%
40	Cc1cc(C)cc(N2C(=O)CSC23C(=O)N(CC(=O)NC2CCCCC2)c2ccccc23)c1 (configuration not stated)	15.8%	?	1.8%	-9.1%[10.9 µM]
41	O=C(c1noc2c1CCc1ccccc1-2)N1CCOCC1	-23.9%	-1.4%	-16.7%	-40.7%[inhibitor]
42	Nc1nc2c(c(=O)[nH]1)CN(CCCN1CCOCC1)CN2	5.4%[9.22 µM]	1.3%[11.4 µM]	8.4%[9.22 µM]	?
43	O=C(Nc1ccc(Cl)cc1C(=O)NCC1CCCO1)c1ccc(Cl)cc1Cl (configuration not stated)	-7.5%	nt	-0.3%	nt
44	COc1ccc(CC(=O)Nc2c(C(=O)N3CCN(c4ccccc4)CC3)oc3ccccc23)cc1OC	21.8%	?	-15.2%	-9.2%[10.9 µM]
45	CC(=O)N(Cc1cccnc1)Cc1cc2ccccc2[nH]c1=O	1.2%	-0.1%	6.8%	8.2%
46	O=C(CSc1nnc(-c2ccc(Br)cc2)o1)Nc1cccc2ccccc12	-4.7%	?	1.5%	-26.9%
47	Cc1ccc2ccc3cc(C(=O)N4CCN(c5ccccc5F)CC4)nc3c2[nH]1	-9.4%	?	-3.9%	-9.6%[10.9 µM]
48	Cc1ccc(OCCSc2nc(C)c(Cc3ccccc3)c(=O)[nH]2)cc1	9.3%	-0.6%	-9.6%	-7.4%[10.9 µM]
49	CN1CCN(Cc2nc3c(c(=O)[nH]c(=O)n3C)n2Cc2c(F)cccc2Cl)CC1	4.1%	1.6%	6.0%	-13.4%
50	Cc1ccc(Cl)cc1-n1c(CCC(=O)O)ccc1-c1cccs1	-6.1%	?	0.3%	-6.8%[10.9 µM]
51	NCC1O[C@@H](OC2C(N)CC(N)C(O)C2O[C@@H]2OC(CO)C(O)C2O)C(N)C(O)C1O (some centres not stated)	-0.5%	nt	4.4%	14.1%
52	Cc1c(O)ccc(C(=O)CN2C(=O)c3ccccc3C2=O)c1O	1.4%	5.2%	1.5%	-13.3%
53	CCCC(=O)Nc1nc2ccc(S(N)(=O)=O)cc2s1	-5.6%	-2.2%	11.0%	-11.5%
54	Cc1noc(C)c1S(=O)(=O)N1CCC(C(=O)Nc2ccccn2)CC1	-3.1%	0.7%	1.3%	-0.3%
55	COc1ccc(NC(=O)CSc2ccccc2)c(OC)c1	-4.7%	nt	-1.4%	nt
56	CCOCCCn1c(=S)[nH]c2cc(C(=O)N3CCC(C(N)=O)CC3)ccc2c1=O	8.8%	-0.8%	4.5%	1.6%
57	CCOc1ccc(C(=O)Nc2cccc(C(=O)OCc3cc(=O)n4cc(C)sc4n3)c2)cc1	-9.9%	?	-1.2%	-5.8%[10.9 µM]
58	CCOc1ccc2nc(N3CCN(C(=O)CS(=O)(=O)c4ccc(F)cc4)CC3)sc2c1	14.1µM*	?	6.31µM*	-11.8%[10.9 µM]
59	CC(=O)C1C(c2ccccc2)c2c(n[nH]c2C)CC1(C)O (configuration not stated)	-2.8%	nt	-6.0%	nt
60	Cc1nn(C(=O)c2cccc([N+](=O)[O-])c2C)c(C)c1S(=O)(=O)N1CCCCCC1	-0.2%	?	-4.5%	-6.9%[10.9 µM]
61	CC1(C)CC(=O)C(C=NCC2CCN(C(=O)Nc3ccccc3)CC2)=C(O)C1	1.6%	nt	5.9%	nt
62	O=C(O)CCC(=O)N1CCC[C@H]1C(=O)O	19.2%	2.4%	9.7%	nt
63	Cc1cc(C)c(Cn2c3ccccc3c3cnn(CC(=O)NCC(C)c4ccccc4)c(=O)c32)c(C)c1 (configuration not stated)	-3.5%	?	-3.8%	-6.8%[10.9 µM]
64	COCCN(C(=O)Nc1ccc(OC)cc1OC)C1CCN(C(C)=O)CC1	3.5%	-0.9%	-6.7%	3.3%
65	COc1cccc(-n2c(SCC(=O)OC(C)C)nnc2-c2cccnc2)c1	0.9%	0.3%	-2.1%	-6.9%
66	CCN(c1cccc(C(F)(F)F)c1)S(=O)(=O)c1ccc2c(c1)CCN2C(C)=O	-1.7%	2.5%	-21.7%	-24.5%
67	COc1cccc(NC(=O)C2CCCN2S(=O)(=O)c2ccc3nc(-c4ccccc4)[nH]c3c2)c1 (configuration not stated)	1.4%	0.3%	-15.3%	-12.1%[10.9 µM]
68	CCc1ccc(-c2nc(CN3CCC(C(=O)NCCc4ccc(OC)c(OC)c4)CC3)c(C)o2)cc1	-10.0%	-2.6%	-11.2%	-17.2%
69	CCCN1CCC(NC(=O)Nc2ccc(OC)c(OC)c2)CC1	9.6%	4.1%	6.6%	-6.1%
70	COC(=O)c1cc(OC)c(OC)cc1-n1cnc2cc(OC)c(OC)cc2c1=O	10.3%	-0.3%	4.5%	-9.7%
71	O=C(O)CCN1C(=O)c2ccccc2C1=O	-3.3%	-1.0%	9.5%	1.5%
72	CC(C)CC(=O)Nc1c2c(nn1-c1ccc(F)cc1)CSC2	3.2%	4.8%	4.0%	-26.5%
73	NS(=O)(=O)c1ccc(NC=C2C(=O)OC3(CCCCC3)OC2=O)cc1	-4.2%	-0.6%	4.9%	-6.9%
74	Cc1ccc(C(=O)CC2(O)C(=O)N(C)c3ccccc32)o1 (configuration not stated)	10.5%	4.7%	0.7%	-16.4%
75	O=C(C1CCC1)N1CCc2cc(S(=O)(=O)NCC3COc4ccccc4O3)ccc21 (configuration not stated)	-2.7%	?	-17.6%	-18.1%
76	CC(=O)Nc1ccc(NC(=O)c2ncoc2-c2ccco2)cc1	?	?	?	-9.1%[10.9 µM]
77	COc1ccc2c(C)c(CCC(=O)NCCc3ccccc3OC)c(=O)oc2c1	0.3%	?	8.4%	-6.0%[10.9 µM]
78	O=C(NCc1ccco1)c1cc(-c2ccc3c(c2)OCO3)on1	-16.2%	1.3%	-29.6%	-54.0%[inhibitor]
